TRPML3 ag: agonists of human TRPML3 channel. Q8TDD5. HEK293 TRPML3-YFP, Fluo-8 calcium fluorescence; 100% = the carbachol control signal. activation, % at 3 µM. actives 0.29% (n = 220,000). AID 1448;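 active = activation above its plate's cutoff, the mean activation of the plate's test wells plus 3 SD, cut at about 12% in these data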;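 note: 0% = DMSO only wells and 100% = carbachol wells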
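Test system: HEK293 cells stably carrying human TRPML3-YFP; Doses: single dose, 3 µM final nominal compound, 0.3% DMSO final; Schedule: dye loading 1 h 37 °C then 30 min ambient, 125 s read; Technique: Fluo-8 calcium fluorescence; Benchmarks: high control carbachol 87 µM, low control DMSO.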
p47phox inh: p47phox (human) inhibition; actives 0.53% (n = 220,000); inhibition, % at 24.7 µM; AID 1274; p47phox/p22phox peptide binding, fluorescence polarization, 2 h;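 active = inhibition above about 30%, limit read from the data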;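 note: 0% = p47phox with labelled peptide and 100% = labelled peptide alone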
Mdm2 ligase inh: inhibitors of human Mdm2 E3 ubiquitin ligase; Q00987; actives 0.11% (n = 210,000); AID 1230; cell-based MDM2 ubiquitination luciferase reporter, 2 h; 0 = plate control, 100 = twice control, blank-subtracted; signal enhancement, % at 5 µM;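 active = signal enhancement of 30% or more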;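 note: luminescence tracks abundance of the self-degrading MDM2-luciferase fusion protein; higher signal means inhibition of MDM2 E3 ligase activity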
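Buffer or medium: Cells held in DMEM | Assay system: Stable mammalian line carrying autodegrading MDM2–luciferase fusion reporter | Quantity: 2000 cells/well | Times: 4 h settle plus 2 h compound, 37 °C | Doses: One concentration, 5 µM, with 0.2% DMSO | Technique: Luminescence with SteadyLite reagent, 15 min at room temperature | Benchmarks: Plate controls and plate blanks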
zfTRPN1 agonist: activates the zebrafish TRPN1 channel | HEK293 zebrafish TRPN1-YFP, Fluo-8 calcium fluorescence; 100% = response to 87 µM carbachol | activation, % at 3 µM | actives 0.18% (n = 220,000);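 active = activation above its plate's cutoff, the mean activation of test wells on that plate plus 3 SD, cut at about 19% in these data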;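 note: 0% = DMSO alone and 100% = 87 µM carbachol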
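Material – zebrafish TRPN1-YFP in HEK293 cells · Doses – 3 µM single point · Schedule – dye 1 h 37 °C plus 30 min RT · Signal – Fluo-8 calcium fluorescence, excitation 470-495 nm, emission 515-575 nm · Read-out – % activation versus carbachol response · Control set – carbachol high, DMSO low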
Runt-SMMHC FRET: blocks binding of human RUNX1 Runt domain to CBFb-SMMHC | Cerulean-Runt/Venus-CBFb-SMMHC FRET ratio 530/480, 1 h | AID 1434 | actives 0.74% (n = 220,000) | Q01196+Q13951 | inhibition, % at 20 µM;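 active = mean inhibition across duplicate retests at 20 µM reaching about 50%, limit read from the data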;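 note: 0% = DMSO wells and 100% = wells with excess untagged CBFb-SMMHC; inhibitors lower the FRET ratio by blocking Runt binding to CBFb-SMMHC; some results filed as inactive read as strong as hits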
Target sequence (Q01196 whole entry, looked up, the tested form may be a part): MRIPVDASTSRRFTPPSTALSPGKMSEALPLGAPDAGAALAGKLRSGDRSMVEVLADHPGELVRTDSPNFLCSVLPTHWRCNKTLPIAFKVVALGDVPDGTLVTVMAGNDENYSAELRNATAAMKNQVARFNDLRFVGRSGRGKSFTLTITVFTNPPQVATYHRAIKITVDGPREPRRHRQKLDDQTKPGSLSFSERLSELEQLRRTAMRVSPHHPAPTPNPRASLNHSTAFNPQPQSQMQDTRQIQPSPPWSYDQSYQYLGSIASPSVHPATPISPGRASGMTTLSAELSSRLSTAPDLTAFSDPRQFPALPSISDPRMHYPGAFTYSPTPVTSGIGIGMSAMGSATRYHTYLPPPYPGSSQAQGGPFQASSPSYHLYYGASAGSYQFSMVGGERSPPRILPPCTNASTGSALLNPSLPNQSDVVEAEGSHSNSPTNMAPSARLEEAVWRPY
Target sequence (Q13951 whole entry, looked up, the tested form may be a part): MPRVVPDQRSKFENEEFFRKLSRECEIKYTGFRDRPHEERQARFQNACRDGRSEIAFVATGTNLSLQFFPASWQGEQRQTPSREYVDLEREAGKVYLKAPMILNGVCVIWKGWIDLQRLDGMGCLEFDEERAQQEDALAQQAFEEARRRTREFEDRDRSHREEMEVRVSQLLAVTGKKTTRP
TNF death inh: blocks TNF-alpha induced death of Jurkat FADD-/- cells | Jurkat FADD-/- TNF necroptosis rescue, ATP luminescence, 24 h; 0 = TNF only, 100 = no-TNF cells | activation (protection from cell death), % at 10 µM | actives 0.068% (n = 220,000) | AID 463075;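 active = activation, meaning protection from cell death, of at least 50% relative to plate controls; inactive = activation below 50%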;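 note: necroptosis triggered by 40 ng/mL TNF-alpha added together with compound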
EBV gp42 block: EBV gp42 inhibition. inhibition, % (tested at 21.74 µM). Fluorescence polarization binding assay, mP read-out. actives 0.42% (n = 220,000); in the data active = inhibition above about 50%
Target sequence (Q1HVG2 whole entry, looked up): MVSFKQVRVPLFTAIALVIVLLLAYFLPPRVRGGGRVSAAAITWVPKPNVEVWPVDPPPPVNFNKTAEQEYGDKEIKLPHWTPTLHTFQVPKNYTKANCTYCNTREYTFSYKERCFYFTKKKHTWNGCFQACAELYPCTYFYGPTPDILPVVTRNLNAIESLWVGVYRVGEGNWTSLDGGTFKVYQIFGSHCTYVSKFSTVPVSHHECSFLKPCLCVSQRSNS
CHOP inhibitor: CHOP inhibition in unfolded protein response | CHO-K1 CHOP-promoter luciferase, tunicamycin-induced, 15-18 h | inhibition, % at 10 µM | actives 3.8% (n = 220,000);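 active = compounds that reduced the stress-induced luciferase reporter signal by more than about 70% of percent inhibition, limit read from the data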;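 note: 0% = tunicamycin plus vehicle and 100% = wells without tunicamycin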
PPC-1+TRAIL kill: compounds killing PPC-1 cancer cells with TRAIL present (potentiator screen, no TRAIL-free arm) | PPC-1 cells + TRAIL, ATPLite viability luminescence | cell killing (% activity), % at 4 µM | actives 0.41% (n = 220,000) | AID 1443;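 active = cell killing above 50% in the first pass at 4 µM, then a duplicate retest at 5 µM averaging 50% or more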;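 note: plate controls were cells with TRAIL plus DMSO for no effect and medium-only wells lacking cells for full effect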
An asterisk follows results filed as active; nt = no result given. Hits appear at their usual frequency, and some 5.9% of all compounds hit somewhere here.

SMILES	TRPML3 ag	p47phox inh	Mdm2 ligase inh	zfTRPN1 agonist	Runt-SMMHC FRET	TNF death inh	EBV gp42 block	CHOP inhibitor	PPC-1+TRAIL kill
Cc1ccc(C)n1-c1ccc(-c2nnc3n2CCCCC3)s1	-0.4	2.6	-13.8	0.0	0.1	0.0	-19.3	10.1	4.3
COC(=O)Cn1ncc2c3ccccc3n(C)c2c1=O	0.1	-7.9	-14.7	0.3	3.1	-0.9	5.9	-4.1	18.0
CCOCCCn1c(=NC(C)=O)c(C(=O)OCC)cc2c(=O)n3ccccc3nc21	0.4	-14.1	-22.3	0.2	63.3*	-0.5	-11.8	-33.3	2.2
CCOC(=O)C1CCCN(S(=O)(=O)c2cn(C)c(=O)n(C)c2=O)C1 (centres undefined)	1.0	-2.1	-7.2	0.2	0.6	1.0	-9.2	20.7	0.0
Cc1cc(C)cc(NC(=O)N2CCC(NC(=O)c3ccccc3C)CC2)c1	0.0	10.1	-2.8	-0.5	0.2	-0.4	-17.2	-3.7	32.3
Cc1ccc2nc(NC(=O)C3CCN(S(=O)(=O)c4cnc[nH]4)CC3)sc2c1	0.6	-11.0	-5.2	0.8	2.8	5.2	-9.6	26.7	4.2
CCCCCCCC(=O)OCC(=O)[C@@]1(O)CC[C@H]2[C@@H]3CCC4=CC(=O)CC[C@]4(C)[C@H]3[C@@H](O)C[C@@]21C	0.0	-6.4	nt	-0.2	-7.9	-0.3	3.8	18.4	21.5
CN1CCN(Cc2cn(C)nc2-c2ccccc2F)CC1c1ccccc1 (centres undefined)	0.5	-1.3	-16.0	1.4	1.2	0.6	-5.5	2.4	-3.7
C/C(=N/NC(=O)c1ccco1)c1cccc(NC(=O)c2ccc(C)o2)c1	-0.2	-9.9	-0.8	-0.6	-3.1	0.3	-23.8	-5.8	20.6
COc1cccc(C2C(C#N)=C(N)Oc3cc(C)[nH]c(=O)c32)c1OC (centres undefined)	0.9	-2.8	-4.0	-1.3	0.5	0.9	-12.8	5.4	2.4
Cc1ccnc(N2CCCC(C(=O)Nc3cc(F)ccc3C)C2)n1 (centres undefined)	0.5	-9.3	8.4	0.8	2.3	-0.9	-19.1	-13.7	-17.6
C=CCN1C=CC=C/C1=C1\SC(=S)N(C)C1=O	0.4	-23.0	-13.4	1.4	-7.7	0.1	-21.2	23.7	16.9
C=CCC1C=C(C)CC(CC=C)N1 (centres undefined)	1.0	8.4	-14.8	0.8	-4.2	1.8	8.5	1.6	12.6
O=C(NCc1ccc(-c2nc3ccccc3s2)cc1)c1ccc(Br)o1	0.8	-15.3	-7.6	0.3	-6.0	0.6	-46.2	52.6	8.6
CCCC(C)NC1=NCCCCC1 (centres undefined)	-0.1	-14.2	-11.3	-0.2	-1.5	-0.7	-21.1	-2.6	3.0
CC(C)CC(=O)N(c1ccc(F)cc1)C1C=CS(=O)(=O)C1 (centres undefined)	0.5	-1.7	-2.5	0.3	-4.5	-0.3	-7.0	1.9	10.0
Cc1ccc(-n2c(C)nnc2SCC(=O)N2CCc3ccccc3C2)cc1	-0.2	-32.5	-11.7	-1.1	-1.0	4.7	-17.5	25.9	11.0
CC1CCN(C(=O)c2cc(F)c(F)cc2Cl)CC1	0.2	-3.7	-0.6	1.0	-1.0	-1.1	-13.5	-1.7	4.2
CCN(CC)CCOC(=O)c1ccc(NC(=O)CNC(=O)C2CCCCC2)cc1	0.9	1.5	-7.4	0.1	-1.6	2.7	-9.1	19.1	-5.3
CCCNC(=O)N1CCC(C(=O)c2cccc(F)c2)CC1	-0.9	-4.5	nt	-1.1	2.6	-1.2	-7.3	7.2	3.0
Cc1ccc(C)n1-c1sc2c(c1C(=O)O)CCCC2	0.2	-12.0	-5.1	1.3	-6.0	-0.5	3.2	11.1	8.2
CCOC(=O)c1cnc2ccc(C(=O)OC)cc2c1Nc1cccc(C(=O)O)c1	0.7	41.9*	-5.7	-0.3	1.9	-0.9	5.5	-26.9	8.0
COC(=O)c1c(C)[nH]c(C(=O)N2CCN(c3ccc(OC)cc3)CC2)c1C	0.5	-2.2	11.5	-0.8	-1.2	1.2	-20.6	5.7	9.8
Cc1cc(C)n(-c2ccc(Cl)c(C(=O)Nc3ccc(OC(F)(F)F)cc3)n2)n1	1.1	-6.4	0.1	0.4	1.4	1.7	-15.0	14.5	15.9
Cn1cccc1/C=C1\SC(=Nc2ccccc2)NC1=O	-0.4	-9.1	-6.3	0.4	10.5	-13.1	-6.6	-18.1	-15.0
Cc1ccc(S(=O)(=O)Nc2nc(-c3ccc(F)cc3)cs2)cc1	-1.7	-6.5	-7.6	-3.3	-3.4	1.5	-5.7	12.0	-5.9
CCOC(=O)c1nnc(-c2ccccc2)nc1N1CCSCC1	0.6	2.5	12.4	-1.4	-0.6	-1.7	3.6	18.5	17.2
Nc1oc2ccc(F)cc2c(=O)c1C=O	1.3	-9.0	5.2	0.5	1.2	1.5	-15.1	-4.0	20.2
O=C(O/N=C1/CCSc2ccccc21)c1ccccc1	-0.5	-6.5	-5.0	-2.5	-7.3	-3.8	3.9	-4.1	22.8
CC(=O)Nc1ccc(NC(=O)C(C)c2cccc(C(=O)c3ccccc3)c2)cc1 (centres undefined)	0.5	-3.5	-4.8	1.2	1.9	-2.9	8.4	8.6	14.2
Cn1cc(/C=C/C(=O)N2CCCC(C(=O)c3ccc(C(C)(C)C)cc3)C2)cn1 (centres undefined)	0.4	1.6	-6.5	2.2	0.0	0.9	15.4	2.0	9.1
CCOC(=O)C(NCCc1ccc(F)cc1)(NC(=O)CC)C(F)(F)F (centres undefined)	0.7	-3.4	-1.6	-0.1	-0.1	1.3	-7.2	6.9	17.4
CNS(=O)(=O)c1cccc(C(=O)OCc2csc(-c3ccccc3)n2)c1	0.1	-18.6	-1.1	1.0	-50.0	-0.4	-12.0	-1.6	2.7
Cc1ccc(-n2c(=O)[nH]c3ncccc3c2=O)cc1	0.5	-24.9	-2.5	-0.1	-6.7	-0.2	-12.7	-5.9	10.1
Cc1ccc(S(=O)(=O)NCC2(c3ccccc3)CCOCC2)cc1	1.1	-3.9	-6.9	-1.6	-2.3	0.7	-9.9	-7.6	-0.9
O=C(Cn1ccc([N+](=O)[O-])n1)NCc1nc2ccccc2[nH]1	0.0	-2.7	-6.3	-0.8	4.5	3.8	-4.3	2.4	-3.7
CCN(CC)CCN1C(=O)C(=O)/C(=C(/O)c2ccc(OC(C)C)cc2)C1c1cccs1 (centres undefined)	1.1	-5.4	-16.2	0.5	0.3	0.3	-23.3	-7.6	7.4
Cc1ccc(N=CC2=C(O)CC(c3ccc(Cl)cc3)CC2=O)cc1 (centres undefined)	0.7	-5.1	1.0	2.6	4.6	-1.6	-15.3	42.5	34.8
O=C(NCc1ccc(Cl)cc1)c1noc2c1CCCC2	-0.8	-9.1	-6.3	1.0	-0.4	25.5	5.5	32.8	-0.8
CC(C(=O)Nc1ccccc1-c1ccccc1)N1CCN(C(=O)c2ccccc2)CC1 (centres undefined)	1.5	-2.0	-9.8	0.5	0.3	-2.7	-18.1	-3.6	-13.2
Cc1ccc(C(=O)N/C(=C\c2ccc3c(c2)OCO3)C(=O)Nc2ccc(C(=O)O)cc2)cc1	1.2	-2.8	-9.1	0.5	-0.6	0.1	2.4	-8.3	3.7
COCCNC(=O)CN(C(=O)CCC(=O)Nc1ccccn1)c1ccc(F)c(Cl)c1	0.3	-5.3	-7.5	0.0	2.6	0.6	2.7	14.1	0.9
Cc1ccccc1C(=O)Nc1cccc(C(=O)N/N=C/c2cc(Cl)cc([N+](=O)[O-])c2O)c1	-0.3	-17.1	1.5	-1.9	-7.7	-1.4	2.6	-8.8	15.9
COCCN1Cc2cccc(C(=O)Nc3ccc(C)c(C)c3)c2C1=O	0.0	-3.9	-12.1	0.0	0.6	-1.0	-11.2	11.7	-4.3
CCOC(=O)C1=C(N)N(c2ccc(C)cc2)C2=C(C(=O)CCC2)C1c1cccs1 (centres undefined)	-0.3	-25.2	-1.1	0.4	-7.1	2.3	-16.1	-20.1	9.3
Cn1ccc(=S)c2ccccc21	0.5	-0.3	-3.8	-0.4	0.0	1.2	-18.0	-14.8	11.9
Cn1cccc1/C=N/n1c(-c2ccc(Cl)cc2)n[nH]c1=S	-1.5	0.6	12.9	-0.6	19.2	-0.7	0.0	34.9	8.8
CCOC(=O)C(CC)(CC)C(=O)/C=C/c1ccc(OC)cc1	-1.5	-14.5	-18.5	-2.5	-5.3	2.5	-11.6	-11.1	-3.3
COC(=O)c1ccc(CNC(=O)CSc2nnc(COc3ccccc3)n2C)o1	-0.3	-11.4	10.0	-0.7	2.4	0.2	-10.9	34.2	22.6
O=C(Nc1ccc(Sc2ccc(Br)cc2)cc1)c1ccco1	0.1	-14.0	-8.4	-0.2	1.0	0.0	-33.9	-26.4	-1.6
CC1CN(C(=O)COC(=O)c2ccc(N)c([N+](=O)[O-])c2)CC(C)O1 (centres undefined)	1.0	-6.2	-15.1	0.2	-4.7	-0.6	-13.6	11.2	10.1
O=C(c1cc(-c2cccs2)nc2ccccc12)N1CCN(c2ccccc2)CC1	0.4	-2.6	-23.3	0.6	1.2	-2.4	-11.0	0.8	-3.4
Cc1cc(NCc2ccccc2Cl)n2nnnc2n1	1.3	-16.0	-13.3	0.3	-6.9	3.2	-11.1	10.8	2.0
CC(C)CNC(=O)c1ccc(NC(=O)c2cccs2)cc1	0.4	3.2	2.5	2.5	-2.1	2.2	-21.1	17.6	4.5
O=S(=O)(c1cc(Cl)sc1Cl)N1CCCC1	-0.5	-12.3	-5.9	-1.8	-3.9	-0.8	-9.9	11.2	24.8

No new results follow: three of the compounds above.
SMILES	TRPML3 ag	p47phox inh	Mdm2 ligase inh	zfTRPN1 agonist	Runt-SMMHC FRET	TNF death inh	EBV gp42 block	CHOP inhibitor	PPC-1+TRAIL kill
COC(=O)c1ccc(CNC(=O)CSc2nnc(COc3ccccc3)n2C)o1	-0.3	-11.4	10.0	-0.7	2.4	0.2	-10.9	34.2	22.6
O=C(Nc1ccc(Sc2ccc(Br)cc2)cc1)c1ccco1	0.1	-14.0	-8.4	-0.2	1.0	0.0	-33.9	-26.4	-1.6
CC1CN(C(=O)COC(=O)c2ccc(N)c([N+](=O)[O-])c2)CC(C)O1 (centres undefined)	1.0	-6.2	-15.1	0.2	-4.7	-0.6	-13.6	11.2	10.1

Single records (already shown). Screens in order: TRPML3 ag | p47phox inh | Mdm2 ligase inh | zfTRPN1 agonist | Runt-SMMHC FRET | TNF death inh | EBV gp42 block | CHOP inhibitor | PPC-1+TRAIL kill
Record of O=S(=O)(c1cc(Cl)sc1Cl)N1CCCC1 = -0.5 | -12.3 | -5.9 | -1.8 | -3.9 | -0.8 | -9.9 | 11.2 | 24.8
Record of COC(=O)c1ccc(CNC(=O)CSc2nnc(COc3ccccc3)n2C)o1 = -0.3 | -11.4 | 10.0 | -0.7 | 2.4 | 0.2 | -10.9 | 34.2 | 22.6

From PubChem BioAssay
